Assay outcomes deposited in PubChem BioAssay by several laboratories.
aDG glyco up – alpha-DG glycosylation activation | Pro5-aDG cells, alpha-DG glycosylation AlphaScreen (IIH6); 0% Pro5, 100% B10-LARGE cell signal | activation, % at 10 µM | actives 0.22% (n = 360,000) | AID 624168;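 active = activation of at least 8% versus controls, or a plate z-score of at least 8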;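 also: Pro5 are CHO cells carrying HIG-tagged alpha-DG that lacks glycosylation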
Granule exo inh – lytic granule exocytosis inhibition. inhibition, % at 10 µM. actives 0.66% (n = 360,000). TALL-104 LAMP-1 surface exposure, flow cytometry; cells stimulated with thapsigargin and PMA;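 active = inhibition above about 55%, limit read from the data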
ABHD5-PLIN5 inh – inhibitors of human ABHD5-perilipin-5 interaction. Q00G26+Q8WTS1. actives 0.78% (n = 360,000). inhibition, % at 4 µM. Split G. princeps luciferase complementation, luminescence, 4 h;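 active = inhibition above the mean inhibition across every tested compound plus 3 SD, cut at about 22% in these data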;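 also: 0% = DMSO only wells and the 100% control is not disclosed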
ABCB6 inh MLPCN – inhibitors of human ABC transporter ABCB6 | actives 0.19% (n = 360,000) | K562-ABCB6 porphyrin accumulation, flow cytometry, 1 h; active compounds read low | fluorescence ratio to DMSO, % at 10 µM | AID 602162;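 active = fluorescence ratio to DMSO below 75%, the collection mean minus 3 SD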;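 also: signal is porphyrin accumulated inside mitochondria; 100% equals median channel fluorescence of DMSO control wells; lower ratio means ABCB6 inhibition with less porphyrin fluorescence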
N-glyco inh – N-linked glycosylation inhibition | D54 ERlucT glycosylation luciferase reporter, 24 h; percent of 100 nM tunicamycin response | reporter increase, % at 12.5 µM | actives 0.23% (n = 360,000);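 active = mean luciferase reporter signal, scaled so untreated is 0 and the glycosylation-blocking control 100, at or above a set limit in every replicate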;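 also: luciferase carries N-glycosylation sites so blocking glycosylation raises the light; 0% = median of neutral control wells and 100% = median of 100 nM tunicamycin wells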
Vif inh – inhibitors of HIV Vif | inhibition, % at 7.49 µM | HEK293T cells, Vif self-association by quenched fluorescence, imaging, 24 h | actives 0.35% (n = 340,000) | AID 602346; in the data active = inhibition above about 50%, passing the limit was not always enough; also: some results filed as inactive read as strong as hits
TLR9-MyD88 block – TLR9-MyD88 interaction inhibition; Q9NR96+Q99836; CHO BLA complementation TLR9-MyD88, CCF4 FRET ratio; inhibition, % at 4.98 µM; actives 0.21% (n = 340,000); AID 504734;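 active = inhibition above the mean over all tested compounds plus 3 SD, cut at about 21% in these data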;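 also: 0% = DMSO only wells and 100% = clavulanate BLA inhibitor control wells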
Target sequence (Q99836 whole entry, looked up): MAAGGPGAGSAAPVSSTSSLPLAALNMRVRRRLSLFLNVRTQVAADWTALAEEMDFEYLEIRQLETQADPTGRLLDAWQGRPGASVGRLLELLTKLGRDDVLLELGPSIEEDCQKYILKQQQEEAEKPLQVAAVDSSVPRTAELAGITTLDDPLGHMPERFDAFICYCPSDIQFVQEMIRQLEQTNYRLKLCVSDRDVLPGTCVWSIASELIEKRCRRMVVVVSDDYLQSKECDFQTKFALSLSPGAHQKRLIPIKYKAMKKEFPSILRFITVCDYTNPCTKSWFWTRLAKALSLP
Target sequence (Q9NR96 whole entry, looked up): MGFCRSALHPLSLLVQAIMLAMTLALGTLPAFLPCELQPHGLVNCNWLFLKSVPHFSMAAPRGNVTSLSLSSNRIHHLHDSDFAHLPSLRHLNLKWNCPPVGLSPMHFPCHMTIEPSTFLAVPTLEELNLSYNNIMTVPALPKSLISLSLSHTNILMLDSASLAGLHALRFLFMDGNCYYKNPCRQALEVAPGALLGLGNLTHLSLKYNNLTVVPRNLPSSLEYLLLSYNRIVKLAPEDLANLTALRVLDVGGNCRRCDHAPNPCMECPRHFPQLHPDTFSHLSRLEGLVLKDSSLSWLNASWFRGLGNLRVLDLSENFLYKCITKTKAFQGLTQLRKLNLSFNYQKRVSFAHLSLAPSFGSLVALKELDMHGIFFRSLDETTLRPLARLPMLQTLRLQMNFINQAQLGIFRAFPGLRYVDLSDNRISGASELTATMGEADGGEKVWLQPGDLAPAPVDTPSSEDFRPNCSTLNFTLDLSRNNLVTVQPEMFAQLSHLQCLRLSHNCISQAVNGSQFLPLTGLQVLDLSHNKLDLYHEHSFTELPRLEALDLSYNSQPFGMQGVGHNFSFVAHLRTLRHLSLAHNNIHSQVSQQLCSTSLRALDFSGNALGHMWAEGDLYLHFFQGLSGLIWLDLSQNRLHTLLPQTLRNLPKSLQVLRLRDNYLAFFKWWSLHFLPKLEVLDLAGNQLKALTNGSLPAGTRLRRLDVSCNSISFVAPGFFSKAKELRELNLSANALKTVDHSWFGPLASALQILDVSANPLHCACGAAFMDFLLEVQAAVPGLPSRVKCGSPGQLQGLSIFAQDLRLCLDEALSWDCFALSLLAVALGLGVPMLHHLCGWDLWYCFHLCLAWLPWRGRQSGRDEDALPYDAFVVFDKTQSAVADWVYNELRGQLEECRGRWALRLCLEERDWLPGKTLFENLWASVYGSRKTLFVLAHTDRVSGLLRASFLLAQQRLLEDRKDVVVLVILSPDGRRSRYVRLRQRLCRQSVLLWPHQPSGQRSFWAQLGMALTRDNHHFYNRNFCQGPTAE
MC4R ag barr – agonists of human melanocortin 4 receptor (MC4R) beta-arrestin | U2OS MC4R beta-arrestin complementation, luminescence; percent of melanotan II response, DMSO zero | activation, % at 8.9 µM | P32245 | AID 540308 | actives 0.98% (n = 360,000);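 active = activation above a per-plate cutoff, the mean activation of sample wells on that plate plus 3 SD, cut at about 8% in these data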
NOD2 RIPK2 PPI – inhibitors of human NOD2-RIPK2 interaction; CHO BLA complementation NOD2-RIPK2, CCF4 ratio; AID 624267; actives 0.38% (n = 360,000); inhibition, % at 4.98 µM; in the data active = inhibition above about 21%;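 also: 0% = vehicle only and 100% = reference blocker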
MC4R antagonist – antagonists of human melanocortin 4 receptor (MC4R). P32245. MC4R-expressing cells, MTII-stimulated cAMP, LANCE TR-FRET. inhibition, % at 6.5 µM. actives 0.48% (n = 360,000);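 active = inhibition above its plate's cutoff, the mean of tested wells on that plate plus 3 SD, cut at about 29% in these data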;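 also: 0% = Melanotan II alone and 100% = Melanotan II plus saturating MCL0020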
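Assay system: U2OS cells stably expressing human melanocortin 4 receptor (MC4R) / Dosing: 6.5 µM / Timing: compound 30 min, challenge 1 h, detection 1 h / Measured by: Eu-cAMP/anti-cAMP TR-FRET, emission 671 nm / Replicates: singlicate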
* = called active by the depositor; nt = not tested or not shown.

SMILES,aDG glyco up,Granule exo inh,ABHD5-PLIN5 inh,ABCB6 inh MLPCN,N-glyco inh,Vif inh,TLR9-MyD88 block,MC4R ag barr,NOD2 RIPK2 PPI,MC4R antagonist
CCCCN1C[C@H](c2ccc(OC)cc2)[C@@H](CC(=O)Nc2ccc(OC)cc2)C1=O,0.0,0,4,98,-3,nt,10,0.9,-5,2
COc1ccc(/C=C/c2c(-c3ccc(OC)cc3)oc3ccc(-c4ccc(OC)cc4)cc23)cc1,-0.6,-4,-4,97,3,15,3,0.2,-10,4
COC(=O)c1cc(C)sc1NC(=O)CCCC(=O)O,-0.1,0,-1,103,2,1,3,-1.0,-9,0
CCc1ccc(C2CC(c3cccc(Cl)c3)n3nc(N)nc3N2)cc1 (stereo unspecified),0.1,-4,0,93,1,0,-6,4.6,0,9
CC(CC(=O)O)CC(=O)Nc1ccc(Br)cc1 (stereo unspecified),0.1,-4,-2,98,4,-2,0,-0.5,-1,0
COC(=O)c1cc(Br)ccc1NC(=O)Nc1ccccc1,-0.1,0,1,98,0,-14,2,-3.7,5,4
COc1ccc(C(=O)NC(Cc2ccccc2)c2ccc3c(c2)OCCCO3)cc1 (stereo unspecified),-0.1,1,4,102,-3,-13,-7,-1.5,-5,4
CCCCCCCCCCCC1N=C(N)NC(CCCO)=C1C(=O)OC (stereo unspecified),0.4,-12,1,106,0,5,-21,12*,-11,7
CCCCSc1n[nH]c(=S)c2nc[nH]c12,0.9,7,-5,89,0,-18,-10,-1.4,-9,7
Cc1nnc(N/N=C/c2ccc(Br)cc2)n1N,0.2,78*,-27,100,4,4,7,-1.9,7,-2
CCc1ccc(NS(=O)(=O)c2ccc(OC)c3ncccc23)cc1,-0.1,-6,-1,99,-3,-2,-11,-1.7,-4,8
CC1(OC(=O)CCc2ccccc2)C(=O)C=C2C=C(c3ccc(C#N)cc3)N(Cc3ccccc3)C=C2C1=O (stereo unspecified),1.0,7,-9,97,1,12,-4,2.5,-1,-1
COc1cc(CNCc2ccc3c(c2)OCO3)c([N+](=O)[O-])cc1OC,0.1,9,-4,99,0,15,0,-1.8,2,3
C[C@H]1CC[C@]2(O[C@H](CCO)C[C@H](O)[C@H]2O)O1,0.1,-1,-3,99,1,8,-2,-0.8,0,6
O=[N+]([O-])c1ccccc1C1Nc2cccc3cccc(c23)N1,0.6,9,13,97,3,9,-9,-1.7,0,-1
CSc1ncnc2c1ncn2CCCNCc1cccc2ccccc12,0.1,1,-3,101,4,-16,9,1.3,1,22
S=C(Nc1ccc(Cl)cc1)NC1CCCCC1,-0.1,3,-11,98,-2,-3,-6,0.2,-8,0
CSCCC(NC(=O)c1ccccc1Br)C(=O)N1CCC(C)CC1 (stereo unspecified),0.5,-6,0,100,-1,3,-24,-0.7,-2,-2
O=C(NC1(Cc2ccccc2)CCN(CCc2cccs2)C1=O)c1ccccc1 (stereo unspecified),-0.3,3,11,99,-2,-2,-12,-1.6,1,3
COc1ccc(-c2nn3cnnc3s2)cc1OC,-0.1,-3,5,106,1,2,7,0.8,-7,0
CC1CCCC(NC(=O)C2CCN(S(=O)(=O)N3CCCCC3)CC2)C1C (stereo unspecified),0.3,-2,5,103,1,7,0,-1.6,0,-8
COC(=O)[C@@H]1C(c2ccccc2)(c2ccccc2)[C@@]1(C)C(=O)OC,-0.1,1,-4,99,1,5,-1,-2.6,-1,2
COc1cc(OC)cc(-c2c(-c3cccs3)c3cc(-c4cnc(OC)nc4)ccc3n2C)c1,0.3,-5,-7,100,-6,10,6,-1.3,11,4
O=C(CN1CCN(Cc2ccccc2)CC1)NC(=O)NCc1ccco1,0.0,4,0,118,0,nt,0,-1.6,2,0
CCOC(=O)C1=C(c2ccccc2)N2CCS(=O)(=O)N=C2S1,-0.1,-1,-7,100,1,2,-8,1.5,8,10
O=C(Cn1cnc(S(=O)(=O)N2CCCC2)c1)Nc1cccc(F)c1,-0.1,-9,3,99,3,17,-12,0.6,-6,13
COc1ccc2nc(N3CCOCC3)cc(C)c2c1,0.1,0,1,94,-6,32,-2,-1.7,-3,-1
CCOC(=O)CN(C(=O)CN1CCC(n2nnc3cc(C)ccc32)CC1)c1ccccc1,0.3,2,5,93,-6,-27,3,-2.7,0,6
Nc1nc(SCCN2C(=O)c3ccccc3C2=O)n[nH]1,-0.1,0,5,106,0,-4,-2,-1.9,4,12
CCCCNC(=O)CN1C(=O)C(CC)Oc2ccc(Cl)cc21 (stereo unspecified),0.0,-3,-5,102,-1,5,-6,0.7,4,-3
Cc1cccnc1NC(=O)CSc1nnc(Cc2ccccc2)o1,-0.2,2,2,99,1,-1,1,-0.3,-12,-3
CCOC(=O)CC1CCCCN1C(=O)c1ccc2nc(CCOC)oc2c1 (stereo unspecified),0.2,6,-5,93,2,15,-9,3.4,-18,18
CC1(C)Cc2nc3oc4c(N(CCO)Cc5ccccc5)ncnc4c3cc2CO1,0.0,-2,-3,90,-1,-5,0,-1.9,-9,11
CC(C)(C)OC(=O)N[C@@H](Cc1ccccc1)C(=O)NCC1CCC(C(=O)O)CC1 (stereo partly specified),0.1,-2,-1,109,3,-2,-2,-1.1,-7,6
O=C(O)c1ccc(N=Cc2c(O)ccc3ccccc23)cc1,0.1,1,3,99,-2,-3,1,1.8,13,4
CC(C)CC(N)c1csc(Nc2ccc(C(F)(F)F)cn2)n1 (stereo unspecified),-0.6,8,1,91,-4,-1,nt,10*,16,-1
CC(=O)Nc1cccc(OCCCOc2cccc([N+](=O)[O-])c2)c1,0.2,17,-8,92,1,-6,2,-3.2,-13,-6
CCOc1cc(CNCc2cccnc2)cc(Br)c1OCC(N)=O,-0.4,-10,5,95,-1,-3,-3,2.1,-9,3
Cn1nc(C(=O)N2CCc3ccccc3C2)c2ccccc2c1=O,0.3,0,0,82,2,19,-7,-1.1,-6,21
C=CCNCCCCOc1ccc(C)cc1[N+](=O)[O-],0.3,1,0,89,-2,1,-6,-1.2,-3,1
O=C(CN1CCN(C(=O)CNC(=O)c2ccc(-c3ccccc3)cc2)CC1)Nc1ccccc1Cl,0.1,10,5,96,4,-32,-6,-0.8,0,5
COc1ccccc1Oc1ccc(-c2cnc3ccccc3n2)cc1[N+](=O)[O-],0.5,0,-4,97,-3,33,nt,3.1,-11,-7
Cc1cccc(OCC(O)CN2CCN(C3CCCCC3)CC2)c1 (stereo unspecified),-0.4,-4,0,98,-2,1,0,-0.9,-2,-3
Cc1ccc(S(=O)(=O)CCc2nc3ccccc3s2)cc1,-0.1,0,-4,90,2,-6,-1,-1.8,-3,1
Cc1ccc(S(=O)(=O)/N=C(/Sc2ccccc2C(=O)O)c2ccccc2)cc1,-0.1,1,-4,98,0,-4,-5,-0.6,-2,1
CC(C)(C)C(=O)Nc1ccc(C(=O)Nc2cccc(Oc3ccc(C(=O)O)c(C(=O)O)c3)c2)cc1,1.4,-6,-5,104,2,-3,-4,-2.3,4,2
CCn1c(=O)n(CC)c2cc(S(=O)(=O)Nc3c(C)cccc3C)ccc21,0.3,-2,-4,100,0,4,7,-0.5,10,4
CC1(c2ccccc2)NC(=O)N(CC(=O)N2CCN(S(=O)(=O)c3cccs3)CC2)C1=O (stereo unspecified),0.0,-4,-4,88,0,-7,4,-3.6,-2,-5
O=[N+]([O-])c1cccc2ncccc12,-0.2,-2,nt,94,4,-4,0,nt,nt,nt
O=C(Oc1ccnc2cc(Cl)ccc12)N1CCOCC1,-0.1,5,7,93,-2,-2,-2,0.8,-2,-7

Continued.
SMILES,aDG glyco up,Granule exo inh,ABHD5-PLIN5 inh,ABCB6 inh MLPCN,N-glyco inh,Vif inh,TLR9-MyD88 block,MC4R ag barr,NOD2 RIPK2 PPI,MC4R antagonist
Cc1cccc(Cc2nnc(CCC(=O)NCc3cnc4ccccn34)o2)c1,0.2,-2,4,92,2,2,-6,-1.5,-5,-2
CNc1nc(Cl)nc(Nc2ccccc2)n1,-0.1,-4,6,89,4,8,3,-0.3,-8,-6
COC(=O)c1ccc(/C=C/c2c(-c3ccc(OC)cc3)oc3ccccc23)cc1,3.6,5,8,100,-3,0,-65,0.1,-13,-1
O=C(Cn1c(=O)oc2ccccc21)Nc1ccccc1C(F)(F)F,0.0,-1,2,97,1,10,-4,-0.5,-6,14
CCOc1ccc(-c2cc(C(=O)Nc3cc(OC)c(OC)c(OC)c3)[nH]n2)c(C)c1,0.1,5,4,95,9,-6,nt,-0.9,1,-10
CNC(=O)CN1C(=O)NC2(CCc3ccccc32)C1=O (stereo unspecified),-0.2,4,-1,100,3,-7,-5,4.1,-8,8
CCOc1ccc(Nc2nc(N)c([N+](=O)[O-])c(N3CCOCC3)n2)cc1,-0.2,5,-11,102,-2,5,2,-1.2,-10,-1
CN1CCN(C(=O)c2ccc3ccccc3c2)CC1,0.1,3,-2,92,1,-6,10,-1.6,-2,-1
CN(C)c1cncc(C(=O)O)c1,0.1,6,-3,93,0,-17,-2,-0.9,5,9
Cc1cc([N+](=O)[O-])cc([N+](=O)[O-])c1NCC(C)C,0.1,0,3,87,-2,13,nt,-1.6,-7,-6

Brought forward from above: two entries, followed by the next part.
SMILES,aDG glyco up,Granule exo inh,ABHD5-PLIN5 inh,ABCB6 inh MLPCN,N-glyco inh,Vif inh,TLR9-MyD88 block,MC4R ag barr,NOD2 RIPK2 PPI,MC4R antagonist
CN(C)c1cncc(C(=O)O)c1,0.1,6,-3,93,0,-17,-2,-0.9,5,9
Cc1cc([N+](=O)[O-])cc([N+](=O)[O-])c1NCC(C)C,0.1,0,3,87,-2,13,nt,-1.6,-7,-6
NNC(=O)COc1ccccc1[N+](=O)[O-],-0.2,1,-4,95,1,-4,2,-2.7,2,-4
Cc1[nH]c2ccccc2c1/C=N/NC(=O)CNC(=O)Cc1ccccc1,-0.1,26,0,98,8,-9,0,-1.9,6,-9
COC(=O)c1oc2ccc(Br)cc2c1NC(=O)c1ccccc1,0.2,-3,3,97,-1,29,7,30*,-13,-9
Cc1ccc(S(=O)(=O)N2CCNC(=O)CC2)cc1,-0.7,-3,-2,98,2,6,5,-1.9,-20,11
Cc1nc2ccccc2c2oc(C(=O)NCCN3CCCCC3C)cc12 (stereo unspecified),0.0,8,3,95,18,-3,0,1.0,6,-4
Cc1ccc(OCC(=O)O/N=C(\N)Cc2cccs2)cc1C,0.0,0,-9,97,2,nt,2,-0.9,1,-3
O=[N+]([O-])c1nccn1CCCCCCCCCCCN1CCOCC1,0.0,-1,-1,99,-2,nt,nt,nt,-9,nt
Cc1ccc(NC(=O)NCc2cccn2C)cc1C,0.1,8,-4,97,2,-6,-4,-3.4,-4,1
CCO[C@H]1OC(C(=O)N2CCN(C)CC2)=C[C@@H](C(C)(C)C)[C@@H]1CCCO,-0.1,3,3,92,5,14,-2,-0.5,5,4
O=C(NCCO)C(=O)c1c(-c2ccccc2)cc2ccccn12,0.0,0,3,97,0,-1,2,1.9,-10,10

This is a subset; the hit share may differ from the screen's.
